POLB inh – blocks human DNA polymerase beta activity. P06746. Pol beta primer extension/strand displacement, fluorescence kinetic. Potency, µM (doses to about 114 µM), inactives show at the top dose activity change, negative = inhibition, most hits filed as inhibitors. 340,000 compounds, 1.3% hits. AID 485314; note: potency is the fitted concentration of half-maximal effect; % is set by controls: 0 for no effect and ±100 for the full control effect
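Curves were derived by four-parameter Hill fits of normalized qHTS data. The kinetic fluorescent primer-extension read was taken at 0 and 10 min after 50 nM substrate, following a 15 min room-temperature preincubation of 10 nM enzyme with compounds.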
POLK inh – inhibitors of human DNA polymerase kappa. purified Pol kappa, fluorescent DNA synthesis assay, 10 min. Potency, µM (highest dose often 107 µM), for inactives: at the highest dose activity, negative = inhibition, usual class: inhibitors. Q9UBT6. 400,000 compounds, 0.53% hits; note: potency is the fitted concentration of half-maximal effect; % is set by controls: 0 for no effect and ±100 for the full control effect
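First, compounds were pin-transferred onto 10 nM Pol kappa. After 15 min at room temperature, substrate was added to 50 nM final. Fluorescence was then measured kinetically at 0 and 10 min.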
APEX1 inh – blocks human APE1 abasic DNA cleavage; P27695; recombinant APE1, TAMRA/BHQ-2 abasic DNA cleavage fluorescence; Potency, µM (series often up to 65.8 µM), for inactives: at the top dose activity change, negative = inhibition, most hits filed as inhibitors; 350,000 compounds, 0.35% hits;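 note: potency is the fitted concentration of half-maximal effect; plate controls were vehicle for no effect and reference inhibitor for full effect; nearly all actives have a fitted effect of over 55% in size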
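Enzyme (0.75 nM final) and test compound are incubated 15 min at room temperature before adding 50 nM quenched THF abasic-site duplex. Cleavage dequenches TAMRA, followed at 525/598 nm over three reads one minute apart.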
LDHA block – blocks human lactate dehydrogenase A | AID 1347041 | purified LDHA, NADH/diaphorase-resazurin fluorescence; hits give low values | activity change, % (values are at about 110 or 230 µM) | P00338 | 480,000 compounds, 0.15% hits; in the data active = activity change below about -30%; inconclusive = mostly about -25% to -30%;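 note: plate controls were DMSO wells for no effect and wells without enzyme for full effect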
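Remaining NADH was detected by diaphorase (0.133 mg/mL) converting 37 µM resazurin to fluorescent resorufin, read at 0 and 20 minutes. The preceding 5-minute room-temperature reaction used 2 nM LDHA, 0.2 mM sodium pyruvate and 0.06 mM NADH at pH 7.4.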
Apoferritin bind – candidate novel general anesthetic via apoferritin binding | P02791 | apoferritin/1-aminoanthracene competitive binding, fluorescence | Potency, µM (doses to about 77.5 µM), for the others: at the highest dose activity change, negative = displacement, usual class: inhibitors | 350,000 compounds, 0.074% hits; note: potency is the fitted concentration of half-maximal effect; % is set by controls: 0 for no effect and ±100 for the full control effect; nearly all actives have a fitted effect of over 20% in size
Target sequence (P02791 2-175 limits assumed): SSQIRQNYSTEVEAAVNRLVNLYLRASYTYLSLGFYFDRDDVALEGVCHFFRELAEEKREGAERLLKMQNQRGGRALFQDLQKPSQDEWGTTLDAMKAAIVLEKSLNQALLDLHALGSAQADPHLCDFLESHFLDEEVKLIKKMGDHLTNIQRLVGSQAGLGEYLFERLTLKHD
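Concentration-response curves derived by four-parameter Hill fitting of normalized fluorescence, where compounds displaced 1-AMA from 10 uM horse apoferritin following a brief 10 min room-temperature incubation; propofol titration acted as positive control.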
POLI inh – DNA polymerase iota (human) inhibition; 390,000 compounds, 1% hits; Potency, µM (doses to about 115 µM), for the others: at the top dose activity, negative = inhibition, hits mostly inhibitors; Pol iota fluorescent replication assay, 10 min; Q9UNA4; note: potency is the fitted concentration of half-maximal effect
Target sequence (Q9UNA4 whole entry, looked up): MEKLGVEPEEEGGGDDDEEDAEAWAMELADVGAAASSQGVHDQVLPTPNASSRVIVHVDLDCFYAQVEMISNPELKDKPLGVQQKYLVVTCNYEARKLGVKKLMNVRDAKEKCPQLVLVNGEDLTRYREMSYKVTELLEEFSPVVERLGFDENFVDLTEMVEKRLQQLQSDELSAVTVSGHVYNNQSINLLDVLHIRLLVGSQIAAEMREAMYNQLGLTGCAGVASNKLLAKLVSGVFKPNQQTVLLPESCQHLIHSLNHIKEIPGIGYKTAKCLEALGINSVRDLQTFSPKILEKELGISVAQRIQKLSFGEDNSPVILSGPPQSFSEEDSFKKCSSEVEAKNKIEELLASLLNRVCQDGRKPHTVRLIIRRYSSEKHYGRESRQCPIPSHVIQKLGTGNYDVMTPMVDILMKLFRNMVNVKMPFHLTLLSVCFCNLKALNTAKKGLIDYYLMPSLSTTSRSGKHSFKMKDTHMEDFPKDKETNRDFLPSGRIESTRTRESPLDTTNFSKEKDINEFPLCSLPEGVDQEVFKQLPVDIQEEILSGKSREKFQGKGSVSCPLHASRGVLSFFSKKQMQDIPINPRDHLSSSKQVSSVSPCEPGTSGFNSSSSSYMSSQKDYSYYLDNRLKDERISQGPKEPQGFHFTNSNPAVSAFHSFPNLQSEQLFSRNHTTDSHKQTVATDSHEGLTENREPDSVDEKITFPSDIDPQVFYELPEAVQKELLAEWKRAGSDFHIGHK
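Fluorescent replication assay read twice, at 0 min and 10 min after adding 50 nM (final) substrate. Enzyme (10 nM) and compounds were first incubated 15 min at room temperature; enzyme-free buffer wells were negative controls.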
BLM helicase inh – Bloom syndrome helicase (human) inhibition | AID 2528 | P54132 | Potency, µM (titrated, usually from 56.1 µM), inactives show at the top dose activity change, negative = inhibition, actives largely listed as inhibitors | recombinant BLM DNA unwinding, fluorescence dequenching | 350,000 compounds, 0.2% hits;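 note: potency is the fitted concentration of half-maximal effect; plate controls were vehicle for no effect and no enzyme for full effect; nearly all actives have a fitted effect of over 35% in size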
POLH inh – DNA polymerase eta (human) inhibition. Q9Y253. recombinant Pol eta, fluorescent DNA replication assay. Potency, µM (titrated, usually from 114 µM), for inactives: at the top dose activity change, negative = inhibition, actives largely listed as inhibitors. 390,000 compounds, 1.2% hits. AID 588591; note: potency is the fitted concentration of half-maximal effect; % is set by controls: 0 for no effect and ±100 for the full control effect
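Pol eta (10 nM) was preincubated with compounds for 15 min at room temperature, after which fluorescent replication substrate (50 nM final) was added to start the reaction. Fluorescence was read kinetically at 0 and 10 min.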
Glioma ERSR ind – induces the endoplasmic reticulum stress response in human glioma cells; AID 602332; 420,000 compounds, 0.02% hits; Potency, µM, without a hit: at the top dose activation, actives largely listed as activators; U87-MG GRP78 promoter luciferase reporter, 16 h; note: potency is the fitted concentration of half-maximal effect; series mostly up to about 76 µM; % of control where 0% means no effect; nearly all actives have a fitted effect of over 35% in size
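Stably transfected U87-MG human glioma cells carrying a GRP78-based luminescent sensor were seeded at 1000 cells/well, pin-dosed with compounds and incubated 16 h. Luciferase reagent was then added, and end-point luminescence was read after 10 min at room temperature.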
* marks the source's active call; other numbers are inactive results; u = inconclusive; x = not tested or not shown; [ ] = remark or other dose. Unless noted, calls come from the whole dose curve; as a rule, active = well fitted curve in the direction sought with a large enough effect; inconclusive = small, poorly fitted or top-dose-only effect, or another doubt; inactive = no such curve, though single readings can be large; an effect the other way counts as inactive or inconclusive. An excerpt; the hit share may differ from the screen's.

No.	canonical_smiles	POLB inh	POLK inh	APEX1 inh	LDHA block	Apoferritin bind	POLI inh	BLM helicase inh	POLH inh	Glioma ERSR ind
1	CNC(=O)COC(=O)c1ccc(Cl)c(S(=O)(=O)N2CCCC2)c1	u	-9%	-16%	-3	-3%	1%	0%	3%	-3%
2	Cc1c(C(=O)Nc2nc3ccccc3[nH]2)oc2c(Cl)cccc12	11%	-2%	6%	-4	-3%	-3%	-2%	-17%	2%
3	O=C(COC(=O)c1cc(Cl)ccc1O)NNC(=O)c1ccc([N+](=O)[O-])cc1	x	-2%	22%	-2	x	21%	x	-14%	-3%
4	CC(C)CCNC(=O)NC(=O)COC(=O)C1CCN(S(=O)(=O)c2ccccc2F)CC1	-2%	-15%	0%	-7	-16%	12%	0%	-13%	-1%
5	N#Cc1c(/N=C/c2ccc(-c3ccc(C(=O)O)c(Cl)c3)o2)sc2c1CCCC2	x	-33%	-8%	-6	x	-20%	x	22µM*	-4%
6	Cc1ccc(NC(=O)CC2NCCNC2=O)cc1 (stereo unspecified)	9%	0%	-3%	-6	-9%	10%	0%	-11%	3%
7	O=C1CC(c2ccccc2)c2ccccc21 (stereo unspecified)	1%	0%	0%	-1	-21%	12%	-3%	-1%	-4%
8	CCc1ccc2c(c1)c1nc(C)sc1n2CC	13%	-6%	-8%	3	-22%	3%	-10%	-20%	1%
9	CC(C)(C)c1cc2nc3c(c(=O)n2[nH]1)CN(Cc1ccccc1)C3=O	1%	-8%	7%	0	3%	27%	0%	-24%	-2%
10	O=C1c2ccccc2C(=O)N1c1cccc(N2C(=O)c3ccccc3C2=O)n1	x	1%	x	3	x	12%	x	x	-4%
11	O=C1OC(c2ccc(Br)cc2)=N/C1=C\c1ccco1	45%	-2%	18%	2	-1%	35%[activator]	-2%	-14%	-2%
12	CCn1c(=O)c(=O)[nH]c2cc(C(=O)N3CCN(c4ccccc4F)CC3)ccc21	u	-8%	0%	-2	-9%	5%	-3%	-18%	7%
13	CC(=O)Nc1sc(N)nc1-c1ccccc1	u	-6%	u	-9	-5%	2%	3%	-11%	-2%
14	CSc1nsc2nc(=O)c(/C=C3\C=Nc4ccccc43)c(N)n12	-2%	0%	-5%	-13	-12%	-20%	-9%	u	5%
15	CC(OC(=O)c1cccnc1Cl)C(=O)NCc1ccccc1 (stereo unspecified)	x	11%	2%	-2	x	8%	x	-13%	-3%
16	CCCCC(=O)Nc1nnc(S(=O)(=O)N(C)Cc2ccco2)s1	33%	-6%	-15%	-4	-5%	-11%	-2%	7%	-4%
17	CCOC(=O)c1nc(NCc2ccccc2F)c2ccccc2n1	-17%	-1%	-3%	-3	-13%	36%[activator]	0%	-3%	-4%
18	CCOC(=O)C1CC2CC(C1)CN(C(=O)C1CCCCC1)C2 (stereo unspecified)	7%	17%	-4%	-1	8%	0%	0%	-11%	4%
19	CN(CCc1ccccn1)C(=O)CC1C(=O)NCCN1Cc1ccc(-c2ccccc2)cc1 (stereo unspecified)	14%	0%	7%	13	-17%	53%[activator]	-2%	-23%	2%
20	Cc1ccccc1OCC(=O)Nc1nnc(C2CC2)s1	x	-7%	7%	-5	x	-3%	x	2%	2%
21	COC(C(=O)Nc1ccnn1C1CCN(Cc2cnn(C)c2)CC1)c1ccccc1 (stereo unspecified)	50%	-7%	-5%	-5	-3%	24%	0%	-12%	-3%
22	Cc1c(NC(=O)c2c(F)c(F)c(F)c(F)c2F)c(=O)n(-c2ccccc2)n1C	9%	2%	11%	-3	2%	9%	2%	-3%	-4%
23	COC(=O)c1cc(S(=O)(=O)N2c3ccccc3CC2C)c[nH]1 (stereo unspecified)	37%[activator]	2%	3%	-2	-11%	-10%	-2%	-11%	-1%
24	Cc1cccc(-c2cccc(NC(=O)C3CCCN(C(=O)c4csc(C)n4)C3)c2)c1 (stereo unspecified)	27%	-8%	-17%	-2	-14%	-13%	-13%	-13%	8%
25	Cc1cccc(-n2c(CNC(=O)c3cccc([N+](=O)[O-])c3C)n[nH]c2=S)c1	19%	3%	-1%	-4	-10%	9%	0%	-4%	-3%
26	Cc1ccc(N2C(=O)CC(NNC(=O)c3cccc(S(=O)(=O)N4CCCC4)c3)C2=O)cc1 (stereo unspecified)	12%	-7%	5%	-8	-20%	24%	-17%	-4%	2%
27	COc1cc2c(cc1OC)C(=S)NC1(CCCC1)C2	-3%	-18%	9%	-8	u	24%	-3%	-4%	-6%
28	O=C(CSc1nc2ccc(NC(=O)c3ccccc3C(=O)O)cc2s1)Nc1ccc(F)c([N+](=O)[O-])c1	18%	-14%	-3%	-5	-1%	13%	-8%	u	0%
29	CN(C)c1ccc(/C=N/NC(=O)C(O)(c2ccccc2)c2ccccc2)o1	u	-19%	0%	6	-16%	5%	-7%	-5%	-4%
30	Nc1nc(Nc2ccc(Cl)cc2)nc(NCCO)c1[N+](=O)[O-]	-13%	0%	5%	4	3%	39%[activator]	-11%	-14%	3%
31	COc1ccc(C)cc1NC(=O)C(OC(=O)Cn1cnc2c1c(=O)n(C)c(=O)n2C)c1ccccc1 (stereo unspecified)	x	-7%	7%	-1	x	25%	x	-13%	-3%
32	Cc1ccc(S(=O)(=O)N2CCOCC2)cc1NC(=O)COC(=O)c1cnc(Cl)c(Cl)c1	x	8%	18%	-2	x	19%	x	-2%	-3%
33	Nc1ncnc2c1nc(N1CCCCC1)n2[C@@H]1O[C@@H]2COP(=O)(O)O[C@H]2[C@H]1O	x	8%[60.1 µM]	-3%	x	-7%	x	-3%	x	-7%
34	CCc1nc2c(c(SC)nn2-c2ccccc2)c(N)c1C(=O)OC	9%	0%	-2%	-7	-7%	8%	-1%	0%	1%
35	COc1ccc(N2CCN(CCOc3ccc4c(C)cc(=O)oc4c3)CC2)cc1	1%	-14%	-2%	0	-4%	6%	-11%	-15%	-1%
36	CCOC(=O)c1ccc(NC(=O)C2=C(C)C(=O)OC23CCCCCC3)cc1	5%	-13%	x	-8	u	-22%	-8%	-7%	-2%
37	CCCCc1cc(=O)oc2cc(C)cc(OCC(=O)N3C[C@H]4C[C@@H](C3)c3cccc(=O)n3C4)c12	29%	8%	20%	-4	-7%	7%	1%	-16%	-3%
38	Cc1ccc(C2CC(=O)n3nc(-c4ccc(Cl)cc4)nc3S2)cc1 (stereo unspecified)	31%	-11%	x	-5	u	69%[activator]	-5%	-7%	-3%
39	CCn1c(Cc2ccccc2)nnc1SCC(=O)Nc1ccccc1O	0%	-15%	-1%	-2	-12%	-10%	-1%	4%	-2%
40	O=C(CCCCl)NC(=S)Nc1cc(C(F)(F)F)ccc1N1CCOCC1	6%	-15%	-4%	-2	-22%	3%	-14%	-13%	-3%
41	COc1ccc(S(=O)(=O)N(CC(=O)Nc2cccc(C)c2)c2ccc(C)cc2)cc1OC	6%	-12%[60.1 µM]	x	-7	-1%	25%	-6%	-21%	-3%
42	CCOC(=O)c1sc(=S)n(-c2ccc(C)cc2)c1N	4%	-1%	6%	0	-7%	23%	-6%	u	-1%
43	CC(NC(=O)c1ccc(=O)oc1)c1ccccc1 (stereo unspecified)	u	-18%	-1%	-4	-14%	0%	-2%	4%	u
44	CCN(CC)S(=O)(=O)c1ccc(N2CCOCC2)c(NS(=O)(=O)c2cc(C(C)(C)C)ccc2C)c1	-28%	-8%	-3%	5	3%	0%	-7%	-20%	-3%
45	COc1ncc2nc(-c3cccs3)c(=O)n(C)c2n1	x	-7%[60.1 µM]	3%	x	x	x	2%	x	1%
46	CC(C)CNC(=S)NNC(=O)c1csc2ccccc12	1%	-19%	33%	-8	61%[activator]	9%[58.9 µM]	-1%	-8%	7%
47	Cc1cccc(OS(=O)(=O)NC(=O)OCC2CCCN3CCCCC23)c1 (stereo unspecified)	13%	-3%	1%	-8	0%	104%[activator]	-2%	2%	-8%
48	CCCCN(CC)C(=O)Cn1nc(C)c2c(C)n(-c3ccccc3)nc2c1=O	2%	13%	x	-4	-9%	37%[activator]	1%	-16%	-4%
49	Cc1cccc(CNC(=O)c2ccc(Cn3c(SCc4cccc(F)c4)nc4cccnc43)cc2)c1	2%	-19%	x	-13	5%	-8%	-4%	-14%	4%
50	Cc1ccc(/C(N)=N/OC(=O)c2ccc(C)cc2Cl)cc1	44%	-15%	22%	-5	3%	8%	-5%	-21%	-9%
51	O=C(N/N=C/c1cccnc1)C(O)c1ccccc1 (stereo unspecified)	-6%	-15%	-3%	-6	1%	9%	-3%	7%	3%
52	COc1ccc2nccc(C(=O)O)c2c1	x	-3%[12 µM]	3%[21 µM]	x	-6%[29.3 µM]	x	-2%[21.4 µM]	x	2%
53	CCC1CCCCN1CCNC(=O)CCS(=O)(=O)c1ccc(Br)cc1 (stereo unspecified)	6%	-4%	-3%	0	9%	-3%	4%	-11%	-6%
54	Cc1ccc(C(=O)NNC(=O)C2CC2)cc1Br	-21%	-8%	14%	-14	-3%	23%	-1%	0%	-1%
55	Oc1ccc2ccccc2c1N=Nc1nccs1	u	-23%	-1%	18	u	20%	-8%	-18%	-12%
56	O=C(COc1ccc(-n2cnnn2)cc1)Nc1cc(Cl)cc(Cl)c1	x	-16%	17%	-3	x	8%	x	11%	-4%

Three of the compounds above, in transposed form.
#41 COc1ccc(S(=O)(=O)N(CC(=O)Nc2cccc(C)c2)c2ccc(C)cc2)cc1OC
#42 CCOC(=O)c1sc(=S)n(-c2ccc(C)cc2)c1N
#43 CC(NC(=O)c1ccc(=O)oc1)c1ccccc1 (stereo unspecified)
assay / entry	41	42	43
POLB inh	6%	4%	u
POLK inh	-12%[60.1 µM]	-1%	-18%
APEX1 inh	x	6%	-1%
LDHA block	-7	0	-4
Apoferritin bind	-1%	-7%	-14%
POLI inh	25%	23%	0%
BLM helicase inh	-6%	-6%	-2%
POLH inh	-21%	u	4%
Glioma ERSR ind	-3%	-1%	u

Compound activity as filed in PubChem BioAssay.
